Screens as filed in PubChem BioAssay.
DDE Tn6 FP inh – inhibitors of Tn6 peptide binding to human fibrin DD(E); AID 720509; Fibrin DD(E) TRITC-Tn6 fluorescence polarization displacement; inhibition, % at 8.3 µM; 0.21% of 370,000 active;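 active means inhibition above a per-campaign cutoff: mean of compounds within control limits plus 3 SD, cut at about 15% in these data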;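 further: 0% = median of all compound wells on the plate and 100% = blocking peptide control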
ASAP1 inh – inhibitors of human ASAP1 ArfGAP activity | ASAP1-stimulated ARF1 GTP hydrolysis, GDP FP detection | inhibition, % at 16.5 µM | 0.19% of 360,000 active | AID 624377; in the data active means inhibition above about 25%;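 further: 0% = vehicle with enzyme and substrate and 100% = no enzyme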
Target sequence (Q9ULH1 325-724 limits assumed): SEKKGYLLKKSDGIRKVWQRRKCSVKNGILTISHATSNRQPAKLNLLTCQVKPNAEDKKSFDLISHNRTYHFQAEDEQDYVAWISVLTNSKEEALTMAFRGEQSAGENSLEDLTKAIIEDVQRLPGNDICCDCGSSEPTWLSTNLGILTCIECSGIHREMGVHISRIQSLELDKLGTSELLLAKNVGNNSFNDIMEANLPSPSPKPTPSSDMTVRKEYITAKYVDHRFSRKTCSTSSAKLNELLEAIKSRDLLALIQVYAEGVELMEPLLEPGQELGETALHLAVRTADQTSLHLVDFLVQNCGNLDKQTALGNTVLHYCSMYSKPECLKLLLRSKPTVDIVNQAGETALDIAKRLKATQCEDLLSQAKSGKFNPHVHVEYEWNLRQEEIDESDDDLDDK
sPLA2-III inh – Inhibits HGIII-sPLA2 liposome hydrolysis, primary screen; 0.56% of 370,000 active; Q9NZ20; inhibition, % at 12.2 µM; QFRET BODIPY PC-A2 liposome hydrolysis, fluorescence;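 active means inhibition above mean plus 3 SD of compounds lying within the high and low control bounds, cut at about 19% in these data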;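 further: 0% = median of test compound wells and 100% = no enzyme DMSO wells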
ARFGAP1 inhibitor – inhibits rat ARF GTPase activating protein 1. Q62848. Arfgap1-stimulated ARF1 GTP hydrolysis, GDP FP detection. inhibition, % at 16.5 µM. 0.26% of 360,000 active;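 active means inhibition above a per-plate limit, mean inhibition of low control wells plus 3 SD, cut at about 25% in these data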;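 further: 0% = DMSO wells with enzyme and 100% = wells lacking Arfgap1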
Target sequence (Q62848 1-136 limits assumed): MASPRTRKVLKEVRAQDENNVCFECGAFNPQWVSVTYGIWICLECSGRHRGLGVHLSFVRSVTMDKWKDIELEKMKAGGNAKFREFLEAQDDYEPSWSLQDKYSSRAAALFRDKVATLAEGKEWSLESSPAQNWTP
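Material: rat Arfgap1 GAP domain (His6, aa 1-136), purified enzyme. Also added: human ARF1(Δ1-17)-GTP substrate. Compound dosing: 16.5 µM single point, 1.26% DMSO. Timing: enzyme reaction 120 min at 25 °C after 20 min preincubation. Signal: GDP detection by fluorescence polarization. Read-out basis: percent inhibition of GAP-stimulated GDP formation, scaled between DMSO and no-Arfgap1 medians.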
NR1D1 modulator – Rev-erb alpha (human) modulation | P20393 | Rev-erbα–FITC-DNA binding, fluorescence polarization, 90 min | activity, % at 10 µM | 0.79% of 370,000 active | AID 1259318;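 active means activity above about 14%, limit read from the data; passing the limit was not always enough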;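 further: 0% = DMSO wells with 35 nM protein and 100% = DMSO wells with 750 nM protein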
PLCg1 inh – inhibitors of human phospholipase C gamma1. inhibition, % at 12.2 µM. 0.84% of 370,000 active. P19174. AID 720700. purified PLC-gamma1, fluorogenic substrate, fluorescence; in the data active means inhibition above about 9.5%
Tn7 DDE FP – inhibitors of Tn7 peptide binding to human fibrin DD(E) | P02675 | FP displacement of FITC-Tn7 peptide from fibrin DD(E); 0% = median of compound wells per plate | inhibition, % at 8.3 µM | 0.13% of 370,000 active | AID 720508;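 active means inhibition above the mean of compounds falling within the control limits plus 3 SD of them, cut at about 14% in these data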;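 further: 0% = plate median of compound wells and 100% = 10 µM Aha-Tn7 peptide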
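Assay system: human fibrin DD(E) protein / Input: 2 µM fibrin DD(E) / Benchmarks: high control of 10 µM Aha-Tn7 peptide / Measured by: fluorescence polarization of the labelled Tn7 tracer / Medium: Tris buffer with calcium and detergent, pH 7.8 / Timing: 10 min compound pre-incubation, 3 h probe incubation at room temperature / Repeats: one replicate per compound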
UHRF1 MBD2 ctr – human UHRF1 methylated DNA binding inhibitors; Q96T88; UHRF1 binding to methylated oligo, TR-FRET; inhibition, % at 4.4 µM; 0.75% of 370,000 active; AID 687016; in the data active means inhibition above about 21%;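 further: UHRF1 SRA domain binding a hemimethylated CpG hairpin DNA probe; 0% = median of test compound wells and 100% = reference inhibitor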
PLC-beta3 inh – PLC-beta3 (human) inhibition, primary screen | Purified PLC-beta3, fluorogenic substrate, fluorescence | inhibition, % at 12.2 µM | 0.18% of 370,000 active | AID 720704 | Q01970; in the data active means inhibition above about 11%;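 further: 0% = median of compound wells on plate and 100% = full blocker control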
proKLK7 act – activators of human kallikrein-7 zymogen. activation, % at 7 µM. 0.9% of 370,000 active. purified proKLK7, EDANS-DABCYL substrate fluorescence; 100% is mature enzyme control, 0% vehicle;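 active means activation above the mean of all tested compounds plus 3 SD, computed per campaign excluding outliers beyond control limits, cut at about 13% in these data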
Target sequence (P49862 whole entry, looked up): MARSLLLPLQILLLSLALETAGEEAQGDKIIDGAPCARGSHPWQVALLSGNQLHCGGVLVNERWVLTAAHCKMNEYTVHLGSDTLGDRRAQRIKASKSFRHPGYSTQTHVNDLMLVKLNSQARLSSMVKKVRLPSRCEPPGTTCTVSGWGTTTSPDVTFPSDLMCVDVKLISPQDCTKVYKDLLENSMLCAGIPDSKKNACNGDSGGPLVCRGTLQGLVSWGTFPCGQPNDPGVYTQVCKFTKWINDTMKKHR
An asterisk follows results filed as active; nt = not tested or not shown.

compound | PLCg1 inh | NR1D1 modulator | ARFGAP1 inhibitor | PLC-beta3 inh | ASAP1 inh | DDE Tn6 FP inh | proKLK7 act | Tn7 DDE FP | sPLA2-III inh | UHRF1 MBD2 ctr
CCOc1ccc(CCNC(=O)CN(C)S(=O)(=O)c2cccs2)cc1OCC | 0.0 | -0.8 | 7.1 | -9.7 | -9.0 | 5.4 | 0.3 | 1.4 | 1.3 | -4.6
O=C(N[C@@H](Cc1ccccc1)C(=O)O)c1c(F)c(F)c(F)c(F)c1F | 4.7 | 0.5 | 0.7 | 3.4 | 11.4 | 2.2 | -0.2 | -4.9 | 5.1 | 7.1
COc1ccc(OC)c2sc(NC(=O)C3=COCCO3)nc12 | -20.6 | 7.4 | 7.9 | -32.6 | 15.4 | 5.7 | 56.1* | -6.0 | -34.3 | 0.4
CCO[C@@H]1OC(C(=O)O)=C[C@H](c2ccccc2)[C@H]1CCCO | 0.1 | 0.0 | 2.5 | 6.2 | -2.5 | 4.5 | 0.5 | 3.8 | 2.4 | -0.5
CS(=O)(=O)N1CCN(c2ccccc2NC(=O)CSc2nnc(-c3ccco3)o2)CC1 | 0.4 | -0.8 | -17.9 | -1.2 | 9.5 | -1.5 | 0.2 | 2.4 | -0.2 | -0.8
O=c1cc(-c2ccc(OCc3ccccc3)cc2)oc2cc(OCc3ccccc3)cc(OCc3ccccc3)c12 | -12.6 | 6.0 | 11.5 | -19.4 | -3.1 | 6.2 | -0.3 | 0.9 | 7.5 | 5.7
CCOc1cc(C)c(S(=O)(=O)Nc2ccc(F)cc2)cc1C | -2.1 | -0.5 | 6.9 | 0.7 | -3.2 | -1.5 | -0.1 | -0.4 | -30.5 | 0.3
O=C(COc1ccccc1Cl)NCCc1ccc2c(c1)OCCO2 | -4.7 | 10.5 | -0.2 | -2.2 | -1.8 | 1.3 | 0.6 | 3.8 | -1.4 | 1.9
Cc1c(NC(=O)c2cccc(-c3cc4ccccc4oc3=O)c2)cccc1-c1nc2ncccc2o1 | 0.3 | 18.2 | -2.2 | -4.0 | -8.1 | -1.2 | -1.3 | 3.2 | -1.6 | 8.2
CCOC(=O)C1=C(c2ccccc2)NC(=O)NC1c1cc(Br)c(O)c(OC)c1 (stereo not given) | 1.6 | -0.7 | -0.2 | 0.8 | 1.1 | 2.6 | 0.3 | -0.2 | -4.3 | 2.0
CC(=O)Nc1ccc(N=NC2C(=O)N(C(N)=S)N=C2C)cc1 (stereo not given) | 0.4 | 10.7 | -3.4 | -1.5 | -9.2 | 2.6 | 0.6 | 4.6 | 11.5 | -29.4
CCSc1nc(-c2cccs2)nc2ccccc12 | -0.8 | 5.5 | 8.8 | -3.7 | -3.6 | 7.7 | -0.2 | 3.1 | 3.5 | 0.1
CCN1CC=C2C(C#N)=C(N)C(C#N)(C#N)C(c3cc(Cl)ccc3Cl)C2C1 (stereo not given) | -253.5 | 0.0 | 0.6 | -304.1 | -14.3 | 9.0 | 0.3 | 4.1 | -18.6 | -3.3
CS(=O)(=O)N1CCC(Oc2ccccc2C(=O)N2CCN(CC3CC3)CC2)CC1 | 2.2 | 0.9 | 6.2 | -0.9 | 1.6 | -2.9 | 0.1 | 3.1 | 1.5 | -2.5
CC(C)(C)C(=O)NCc1ccc(C(=O)CSc2nnc(-c3ccncc3)n2C2CC2)s1 | -1.5 | -8.2 | 1.0 | -10.1 | 11.2 | 3.5 | 0.9 | 0.4 | -8.5 | -1.4
C=C1CCN([C@@H](Cc2ccccc2)C(=O)NCCC(C)C)S(=O)(=O)c2ccccc21 | 0.5 | 0.0 | -6.8 | 2.3 | 4.4 | 1.1 | 0.3 | -3.2 | -0.4 | 0.5
Cc1ccc(-n2c(C)nnc2SC(C)C(=O)N2CCCC2)cc1 (stereo not given) | 6.7 | 5.7 | 1.4 | -5.8 | 5.7 | -0.2 | -0.8 | -2.9 | 7.6 | 2.3
O=C(OCCN1CCCC12CCC(c1ccccc1)CC2)c1ccccc1 (stereo not given) | 0.1 | 1.6 | nt | 2.0 | nt | 1.0 | 0.3 | -1.4 | 2.0 | -0.6
O=S1(=O)CC(N2CCN(CC3CC3)CC2)CN1Cc1ccc(F)cc1 (stereo not given) | -0.5 | -9.4 | -6.9 | 2.7 | -0.1 | 2.2 | 0.3 | -5.2 | 6.0 | -0.1
CCC(NC(=O)N(Cc1ccccc1)Cc1ccc2c(c1)OCO2)(C(F)(F)F)C(F)(F)F | 1.6 | 0.2 | 8.2 | 1.3 | -2.5 | -1.9 | 0.1 | -1.2 | 3.2 | -1.5
CC(C)C[C@H](NC(=O)OC(C)(C)C)c1nnc(SCc2cccc(F)c2)o1 | 0.8 | -5.4 | 7.2 | -4.4 | 6.6 | -12.5 | 0.5 | -4.3 | -8.2 | 7.1
CCNC(=O)CN(c1ccc(CC)cc1)S(C)(=O)=O | -0.7 | 1.5 | 5.7 | 2.7 | -3.2 | 2.3 | 0.2 | -1.8 | -2.5 | -4.0
O=C(NCc1ccc(F)cc1)c1cc(C2CCCN(S(=O)(=O)c3ccccc3)C2)on1 (stereo not given) | 2.5 | 6.6 | 0.4 | 0.4 | -5.0 | -5.1 | 0.3 | 1.4 | 3.2 | -0.5
c1ccc2[nH]c(-c3cnco3)cc2c1 | -18.6 | 2.2 | 6.5 | -23.2 | 10.4 | 1.1 | 0.3 | -3.4 | -0.6 | -4.0
CS(=O)(=O)c1cccc(NC(=O)C2CCCN2S(=O)(=O)c2ccc(F)cc2)c1 (stereo not given) | 1.6 | 3.0 | -15.8 | -6.4 | -3.9 | -4.2 | 0.1 | -4.9 | -1.9 | -0.8
N#CCc1cnc2ccccc2n1 | -94.0 | -0.7 | 7.9 | -130.2 | -11.9 | -1.1 | -4.5 | 3.8 | -22.9 | -0.9
COc1ccc(NC(=O)C23CC4CC(CC(Cl)(C4)C2)C3)cc1S(=O)(=O)N1CCOCC1 | -2.7 | 8.5 | 3.1 | 1.7 | 10.8 | 3.2 | 0.4 | -2.6 | -11.4 | -1.9
Cc1c(NC(=O)Nc2ccccc2[N+](=O)[O-])c(=O)n(-c2ccccc2)n1C | 3.2 | 6.1 | 0.6 | -3.3 | 4.0 | 0.6 | -0.4 | -2.0 | -1.2 | -2.4
Clc1ccc(-c2cc(-c3ccccc3)on2)cc1 | 2.8 | 2.7 | -4.7 | 1.2 | 22.7 | -4.5 | 0.0 | -1.2 | 3.2 | 3.0
O=C(O)C1CCN(S(=O)(=O)c2ccc(N3CCC(O)CC3)c([N+](=O)[O-])c2)CC1 | 1.8 | 0.6 | 6.0 | -3.3 | 5.6 | -1.6 | -0.5 | -4.0 | 2.6 | -1.8

Reprinted at random: 2 entries already listed
compound | PLCg1 inh | NR1D1 modulator | ARFGAP1 inhibitor | PLC-beta3 inh | ASAP1 inh | DDE Tn6 FP inh | proKLK7 act | Tn7 DDE FP | sPLA2-III inh | UHRF1 MBD2 ctr
COc1ccc(OC)c2sc(NC(=O)C3=COCCO3)nc12 | -20.6 | 7.4 | 7.9 | -32.6 | 15.4 | 5.7 | 56.1* | -6.0 | -34.3 | 0.4
CS(=O)(=O)N1CCC(Oc2ccccc2C(=O)N2CCN(CC3CC3)CC2)CC1 | 2.2 | 0.9 | 6.2 | -0.9 | 1.6 | -2.9 | 0.1 | 3.1 | 1.5 | -2.5

(list continues)
compound | PLCg1 inh | NR1D1 modulator | ARFGAP1 inhibitor | PLC-beta3 inh | ASAP1 inh | DDE Tn6 FP inh | proKLK7 act | Tn7 DDE FP | sPLA2-III inh | UHRF1 MBD2 ctr
CCOC(=O)C1=C(C)NC2=C(C(=O)CCC2)C1c1cc(OC)ccc1OC (stereo not given) | -20.1 | 2.5 | -5.2 | -20.9 | 7.2 | -8.4 | -0.1 | 4.0 | 3.3 | 0.4
CCN(CC)S(=O)(=O)c1cc(NC(=O)Cn2ncc(Cl)c(Cl)c2=O)ccc1C | 3.9 | -0.4 | 6.7 | -4.6 | 0.3 | -7.5 | -0.1 | 5.1 | -9.8 | 5.8
Cn1c(=O)c2cc(NC(=O)CC(C)(C)C)ccc2n1-c1ccccc1F | -328.6 | 1.3 | -1.4 | -416.0 | -2.8 | -5.8 | 15.5* | -4.5 | -2.6 | 0.2
O=C(CSc1ncn[nH]1)N1CCOCC1 | 2.2 | 11.3 | -4.0 | 0.2 | -11.6 | -0.4 | -0.1 | -6.0 | 4.8 | -1.7
CC(C)[C@H]1C=C(C(=O)O)O[C@@H](OCc2ccc(CO)cc2)C1 | 2.2 | -0.4 | 2.3 | 0.8 | 6.6 | 5.9 | 0.5 | 1.1 | 1.5 | -2.6
COc1ccc(OC)c(C2=NOC(C(=O)NCc3cccnc3)C2)c1 (stereo not given) | -3.0 | -3.0 | 10.2 | -7.0 | -5.0 | 3.8 | 0.5 | 3.8 | 3.7 | -2.2
O=C(Nc1ccccc1)c1cccc(Cn2cc(C(F)(F)F)ccc2=O)c1 | 1.0 | -7.0 | 0.0 | -8.5 | 2.1 | 4.8 | 0.5 | 2.1 | 2.2 | -0.1
COc1ccc(C(=O)NCc2nnc(SCC(=O)Nc3nnc(C)s3)o2)cc1 | -1.6 | -10.3 | 10.3 | -1.0 | -1.7 | 7.4 | -0.3 | 0.7 | -4.1 | 0.3
CC1(c2ccccc2)NC(=O)N(CC(=O)NC(=O)NCc2ccco2)C1=O (stereo not given) | 0.8 | -3.7 | 6.6 | 2.9 | 4.6 | -6.8 | 0.1 | 5.9 | -3.0 | -0.5
CN1CCN(C(=O)c2cc([N+](=O)[O-])cc([N+](=O)[O-])c2)CC1 | 0.9 | -1.3 | 1.0 | -5.3 | -6.7 | -3.8 | -0.3 | -5.8 | 1.3 | 1.5
Cc1ccc(NC(=O)CN2C(=O)NC(C)(C)C2=O)cc1S(=O)(=O)N1CCCCCC1 | 4.9 | -2.1 | -6.5 | -3.4 | 7.6 | 0.9 | -0.2 | -0.8 | -0.3 | 2.6
CC(=O)N(CCC(c1ccco1)C(C)C)Cc1ccc(OC(C)C)cc1 (stereo not given) | -1.0 | 7.3 | -4.3 | -8.1 | 8.4 | 1.6 | -0.1 | -0.3 | -17.2 | 2.7
Cc1c(C(=O)NC2CC(=O)N(c3ccc4c(c3)OCCO4)C2)cccc1[N+](=O)[O-] (stereo not given) | -2.9 | -1.1 | 2.2 | -2.1 | 6.4 | -0.7 | -0.1 | 4.6 | -8.2 | 0.5
c1cnc2c(OCc3nc4ccccc4[nH]3)cccc2c1 | 4.0 | 2.6 | -0.4 | -2.5 | -12.6 | -4.0 | -0.2 | -4.3 | 1.6 | -1.4
CCn1nc(C)c(C2C(C#N)=C(N)OC3=C2C(=O)CC(C)(C)C3)c1C (stereo not given) | -0.5 | -5.6 | -0.9 | 0.4 | 8.8 | -3.0 | -0.4 | 0.7 | 1.4 | -1.8
COc1ccc(N2CCN(C(C)C(=O)Nc3nnc(C)s3)CC2)cc1 (stereo not given) | 2.1 | -2.5 | 8.5 | 0.5 | -11.5 | -4.5 | 0.2 | 2.7 | -2.9 | 1.1
C[C@H](NC(=O)C1CCN(S(=O)(=O)c2ccccc2)CC1)C(=O)NCc1cccc(Cl)c1 | 3.4 | 1.9 | -0.7 | -8.6 | -3.6 | 3.6 | -0.2 | 1.5 | 6.9 | 0.7
